Compound activity (PubChem)
BAP1 block: human BAP1 deubiquitinase inhibition | actives 0.48% (n = 72,000) | activity remaining (% of control), % at 20 µM | Q92560 | recombinant BAP1, Ub-AMC hydrolysis fluorescence kinetic; stronger effect = lower value;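 active means activity remaining at or below 50% of control, provided the compound also passes the data quality filters; inactive means the rest, including low values that fail the filters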;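 further: 100% = DMSO wells rate and 0% = substrate alone blank rate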
Target sequence (Q92560 whole entry, looked up): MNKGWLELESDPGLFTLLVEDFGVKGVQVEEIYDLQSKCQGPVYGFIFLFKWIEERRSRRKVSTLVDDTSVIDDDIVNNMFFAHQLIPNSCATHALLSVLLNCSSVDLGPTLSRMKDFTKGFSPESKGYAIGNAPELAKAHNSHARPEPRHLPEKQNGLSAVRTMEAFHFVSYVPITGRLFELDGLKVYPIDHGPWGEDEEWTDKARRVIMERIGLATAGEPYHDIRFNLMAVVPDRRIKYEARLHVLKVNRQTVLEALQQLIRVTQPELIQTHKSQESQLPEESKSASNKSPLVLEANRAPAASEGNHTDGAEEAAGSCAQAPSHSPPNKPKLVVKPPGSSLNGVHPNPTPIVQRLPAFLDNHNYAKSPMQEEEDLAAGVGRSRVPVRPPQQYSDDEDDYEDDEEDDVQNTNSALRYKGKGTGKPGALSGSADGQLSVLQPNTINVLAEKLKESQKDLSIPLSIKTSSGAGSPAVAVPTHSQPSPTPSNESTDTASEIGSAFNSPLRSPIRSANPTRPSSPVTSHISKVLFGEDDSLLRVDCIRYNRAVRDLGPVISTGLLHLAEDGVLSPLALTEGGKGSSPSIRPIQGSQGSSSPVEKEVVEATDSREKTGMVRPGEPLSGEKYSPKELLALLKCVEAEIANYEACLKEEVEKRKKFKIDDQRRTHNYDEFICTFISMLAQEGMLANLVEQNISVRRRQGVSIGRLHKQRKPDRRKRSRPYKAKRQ
HePTP inhibitor: blocks human HePTP tyrosine phosphatase | P35236 | recombinant HePTP phosphatase activity, OD absorbance | inhibition, % at 20 µM | actives 0.64% (n = 110,000) | AID 521; in the data active means inhibition above about 50%;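 further: plate controls were vehicle for no effect and reference inhibitor for full effect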
Target sequence (P35236 whole entry, looked up): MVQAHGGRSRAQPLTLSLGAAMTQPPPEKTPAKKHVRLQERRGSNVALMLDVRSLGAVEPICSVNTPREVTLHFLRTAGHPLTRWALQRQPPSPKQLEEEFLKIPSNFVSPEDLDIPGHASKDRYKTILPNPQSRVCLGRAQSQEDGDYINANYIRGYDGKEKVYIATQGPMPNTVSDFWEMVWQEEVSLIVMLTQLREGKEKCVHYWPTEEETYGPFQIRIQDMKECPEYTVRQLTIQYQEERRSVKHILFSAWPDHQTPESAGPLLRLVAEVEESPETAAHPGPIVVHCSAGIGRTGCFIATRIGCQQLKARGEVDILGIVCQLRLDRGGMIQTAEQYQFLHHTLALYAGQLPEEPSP
* marks the source's active call; other numbers are inactive results; . = no result given; & = joins results of further samples.

HePTP inhibitor	BAP1 block	Structure
1.3	.	COc1ccc(COC(=O)C2=C(C)NC3=C(C(=O)CC(C)(C)C3)C2c2ccc(C)o2)cc1 (stereo unspecified)
3.3	.	COc1ccc(-c2cc(-c3ccccc3)[o+]c(-c3ccccc3)c2)cc1
-7.6	99.8	CCCn1c(=N)n(CC(O)c2ccco2)c2ccccc21 (stereo unspecified)
8.8	.	O=[N+]([O-])c1ccccc1-c1nc(-c2ccccc2)c(-c2cccs2)[nH]1
3.6	.	COc1ccc(C)cc1NC(=O)C(=O)NCCc1ccccc1
.	100.8	COCCCNC(=O)c1ccc2c(c1)ncn2-c1ccccc1OC
0.7	97.0	COc1ccccc1NC(=O)CCN1CCN(CCC(=O)Nc2ccccc2OC)CC1
-4.9	71.5	Cn1c(=O)c2c(ncn2CC(=O)N2CCN(c3ccccc3)CC2)n(C)c1=O
-5.6	.	COc1ccc(C(=O)N2CCN(C(=O)c3cccc4ccccc34)CC2)cc1OC
10.3	.	COc1ccccc1/C=C1\SC(=S)N(c2ccc(F)cc2)C1=O
8.4	.	O=c1oc(-c2cc([N+](=O)[O-])cc([N+](=O)[O-])c2)nc2cc(Cl)ccc12
10.0	103.4	CCOC(=O)CSC1=C(C#N)C(c2ccc(C)o2)CC(=O)N1 (stereo unspecified)
-5.4	.	COCC(=O)Nc1cc(Cl)ccc1C
8.5	.	O=[N+]([O-])c1cccc(S(=O)(=O)Nc2cc(C(F)(F)F)ccc2Cl)c1
9.8	.	Cc1ccccc1C(=O)NNC(=O)c1ccccn1
7.1	67.0	CS(=O)(=O)N(CC(=O)NCC1CCCO1)Cc1ccc(Cl)cc1 (stereo unspecified)
-3.1	.	COc1sc(SC)cc1/C=N/NC(=O)C(NC(=O)c1ccccc1)c1n[nH]c(=O)c2ccccc12 (stereo unspecified)
4.4	113.5	Cc1ccc(C)c(N(CC(=O)NCCSCc2ccco2)S(C)(=O)=O)c1
3.5	100.3	O=C(CCCOc1ccccc1)Nc1nncs1
3.2	107.8	Cc1c(N(C)C(=O)c2ccccc2F)c(=O)n(-c2ccccc2)n1C
6.5	183.9	CCOc1nc(-c2ccccc2)ccc1-c1noc(-c2ccc(OC)c(OC)c2)n1
15.6	93.0	CCOC(=O)Cc1ccc(NS(=O)(=O)c2ccc(SC)cc2)cc1
4.2	.	CC(=O)c1cccc(NC(=O)c2ccc(-c3cccc(Cl)c3)o2)c1
-28.4	.	CC(C)c1nnc(NC(=O)Nc2ccc(Cl)cc2)s1
2.1	78.0	COc1ccc(CN(C(=O)CN2C(=O)C(C)Oc3ccccc32)C2CCCC2)c(OC)c1 (stereo unspecified)
7.6&5.2	85.7	O=C(COc1ccccc1)N1CCc2ccccc2C1
-4.1	98.1	O=C(O)CCn1c(=O)[nH]c2ccccc2c1=O
15.2	100.8	CCCCN(C)CCCNC(=O)CC1Oc2ccccc2NC1=O (stereo unspecified)
8.6	75.6	Cc1cc(Cl)c(S(=O)(=O)NCc2cccnc2)cc1OCC(N)=O
-12.7	84.7	CCCCN1C(=O)C(O)(CC(=O)c2ccco2)c2cc(Br)ccc21 (stereo unspecified)
-10.9	.	COc1cccc(CN2CCN(C(=O)c3cccc(OC)c3OC)CC2)c1
12.1	111.7	CCOC(=O)c1ccccc1NC(=O)COC(=O)C1=COCCO1
-11.3	.	O=C(Cc1ccc([N+](=O)[O-])cc1)N1N=C(c2ccc(Br)cc2)CC1(O)C(F)(F)F (stereo unspecified)
-8.6	73.6	CCOC(=O)C1CCCn2c1nc1sc3c(c1c2=O)CCCC3 (stereo unspecified)
13.0	85.9	CCn1cc(C(=O)NCC2CCCO2)c(=O)c2cc(S(=O)(=O)N(C)C3CCCCC3)ccc21 (stereo unspecified)
3.2	117.6	COc1ccccc1-n1cnnc1SCC(=O)c1ccc[nH]1
-5.3	.	Cc1ccccc1S(=O)(=O)Nc1cc(Br)c2oc3c(c2c1)C(=O)CCC3
6.0	80.9	CCOC(=O)C1CCN(S(=O)(=O)c2nc3nc(C)cc(C)n3n2)CC1
5.5	.	O=C(Nc1ccc(F)cc1)c1cc2ccccc2oc1=O
-6.4	.	O=C(N/N=C/c1cccs1)c1cccc2cc[nH]c12
1.1	97.3	COCCNC(=O)C(c1cccs1)N(C(=O)Cn1nnc2ccccc21)c1cccc(C)c1 (stereo unspecified)
-12.0	.	CCCCCC(=O)NNC(=O)Nc1ccccc1
-5.8	95.7	CC(NC(=O)CSc1n[nH]c(=O)n1C1CC1)C12CC3CC(CC(C3)C1)C2 (stereo unspecified)
.	83.0	O=C1c2ccc(-c3nc4ccccc4c(=O)o3)cc2C(=O)N1c1cccc(C(F)(F)F)c1
-5.9	.	Cc1ccc(OCC(O)Cn2c3ccccc3c3ccccc32)cc1 (stereo unspecified)
2.8	72.6	COc1ccccc1C(=O)N1CCNC(=O)C1CC(=O)Nc1ccc(Cl)cc1 (stereo unspecified)
12.1	.	O=C(Nc1ccc(O)cc1C(=O)O)c1ccc2c(c1)C(=O)N(Cc1ccco1)C2=O
-2.9	117.0	O=C(Nc1cccc2ncccc12)c1ccc2c(c1)OCCO2
4.5	96.5	CCCNC(=O)Nc1cc(OCC)c(N2CCOCC2)cc1OCC
10.7	99.1	CC1(C)CC(=O)c2sc(N)nc2C1

Remaining list, next part:
HePTP inhibitor	BAP1 block	Structure
-5.3	.	O=C(Cc1ccccc1)N1CCc2ccccc2C1
0.7	88.7	CSc1ccccc1C(=O)NCCSC(C)(C)C
-10.3	.	COc1cccc(OCCOc2ccc(/C=N/n3cnnc3)cc2)c1
.	85.8	CCCOC(=O)C1=C(C)NC2=C(C(=O)CCC2)C1c1cc(Br)c(O)c(OCC)c1 (stereo unspecified)
14.7	95.0	N=c1n(Cc2ccc(Cl)cc2)c2ccccc2n1CC(O)c1ccco1 (stereo unspecified)
-1.6	.	CCOc1ccc2nc(Sc3nc4ccc([N+](=O)[O-])cc4s3)sc2c1
-0.5	93.8	CCOC(=O)Nc1ccc2c(c1)N(C(=O)CN(CC)CC)c1ccccc1C=C2
4.6	89.0	COc1ccc(CCNC(=O)CS(=O)Cc2nc(-c3cccs3)oc2C)cc1OC (stereo unspecified)
-6.4	.	COc1ccccc1/C=C1/C(C)=C(C#N)c2nc(N)c(C#N)c(C)c21
0.3	.	CCOc1ccc(-n2c(SCC)nc3c(c2=O)SCC3)cc1
7.4	61.5	CC1(C)NC(=O)N(CCOCCSc2ccccc2)C1=O
-3.2	.	COc1ccc(C(=O)NCC2(c3ccc(OC)c(OC)c3)CCCC2)cc1
4.4&5.0	83.1	CC(=O)N1c2ccccc2N(Cc2ccc(C)cc2C)C(=O)C1(C)C
-5.1	101.2	Cc1cc(=O)[nH]c(SCC(N)=O)c1C#N
8.9	58.6	O=C(O)CSc1nnc(-c2cc3ccccc3o2)n1-c1ccccc1
-9.7	.	Cc1cc(/C=C2/SC(=S)NC2=O)c(C)n1-c1ccc(N2CCOCC2)cc1
3.3	75.5	Cc1c(N(C)C(=O)C2CCCN2S(=O)(=O)c2ccccc2)c(=O)n(-c2ccccc2)n1C (stereo unspecified)
-5.0	.	CCc1ccccc1NC(=O)c1c(NC(=O)c2cccs2)sc2c1CCCCC2
4.9	.	Cc1ccc(OCC(=O)Nc2ccc(F)c([N+](=O)[O-])c2)cc1C
3.0	.	Cc1ccc(CN2CCN(/N=C/c3ccccc3C)CC2)cc1
7.8	107.5	CCCCn1c(SCC(=O)N(CC)C2CCS(=O)(=O)C2)nnc1C(CC)N(C)C (stereo unspecified)
1.1	.	O=C(NCc1ccccc1Cl)/C(=C\c1cccc(Br)c1)NC(=O)c1ccccc1
-2.9	100.9	Cc1noc(C)c1COC(=O)c1ccc(S(=O)(=O)NCc2ccco2)cc1
6.7	76.4	COC(=O)c1ccccc1NC(=O)CN(C)S(=O)(=O)c1cc(C)ccc1OC
3.2	.	CCOc1ccc(-c2nc3cc(NC(=O)c4cccc([N+](=O)[O-])c4C)ccc3o2)cc1

Fetched one by one from above (5):
HePTP inhibitor	BAP1 block	Structure
4.4&5.0	83.1	CC(=O)N1c2ccccc2N(Cc2ccc(C)cc2C)C(=O)C1(C)C
-10.3	.	COc1cccc(OCCOc2ccc(/C=N/n3cnnc3)cc2)c1
-5.9	.	Cc1ccc(OCC(O)Cn2c3ccccc3c3ccccc32)cc1 (stereo unspecified)
-8.6	73.6	CCOC(=O)C1CCCn2c1nc1sc3c(c1c2=O)CCCC3 (stereo unspecified)
15.2	100.8	CCCCN(C)CCCNC(=O)CC1Oc2ccccc2NC1=O (stereo unspecified)

The list continues.
HePTP inhibitor	BAP1 block	Structure
-5.6	103.1	CCCCCOC(=O)Cn1c(N2CCOCC2)nc2c1c(=O)[nH]c(=O)n2C
7.8	.	O=C(c1ccc([N+](=O)[O-])cc1Cl)N(Cc1ccccc1)c1ccccn1
5.1	.	O=C(Cc1ccccc1)NN1C(=O)/C(=C/c2cccs2)SC1=S
13.3	102.0	CCn1c(CSc2nnc(-c3ccoc3C)n2C)nc2cc(S(=O)(=O)N(C)C)ccc21
.	99.0	COCC(=O)Nc1nc(-c2ccccc2)ns1
-5.0	.	CCOC(=O)c1sc(=NC(=O)c2cc(OC)c(OC)c(OC)c2)n(C)c1C
1.6	.	O=C(Nc1ccc2c(c1)OCO2)c1nn2c(c1Br)NC(c1cccs1)CC2C(F)(F)F (stereo unspecified)
-17.3	.	COc1ccc(CC(=O)Nc2ccc(-c3ccc(NC(=O)Cc4ccc(OC)cc4)c(OC)c3)cc2OC)cc1
8.9	.	Cc1cc(C)cc(NC(=O)c2ccc(I)cc2)c1
10.2	115.9	Fc1ccc2[nH]c3c(N4CCN(c5ccccc5)CC4)ncnc3c2c1
-14.6	.	CCc1ccc(S(=O)(=O)n2nnc3ccccc32)cc1
-7.3	89.9	O=C(NCc1cccs1)C1CCCN(c2nc3ccccc3o2)C1 (stereo unspecified)
2.8	95.9	CCC1Oc2ccc(C)cc2N(CC(=O)NCCC2=CCCCC2)C1=O (stereo unspecified)
-17.1	.	CC(=O)C1=C(O)C(=O)N(c2nc3ccccc3s2)C1c1ccc(C(C)C)cc1 (stereo unspecified)
.	69.8	CCC(C(=O)Nc1cccc([N+](=O)[O-])c1)(C(F)(F)F)C(F)(F)F
-1.7	78.0	CC1(C)CC(=O)C=C(Nc2ccccc2O)C1
7.5	105.3	Cc1nc(S(=O)(=O)N2CCOCC2)c(C#N)c(C)c1Cl
-25.0	.	CCOc1ccc(S(=O)(=O)N(CC(=O)N2CCCC2)c2ccc(C)cc2)cc1
4.0	112.8	NC(=O)c1ccsc1NC(=O)CSc1nc2ccccc2c(=O)n1CCCO
3.4	96.7	O=S(=O)(c1ccc(Oc2ccc(S(=O)(=O)N3CCOCC3)cc2)cc1)N1CCOCC1
6.0	98.8	CC(=O)Nc1ccc(CN2CCCCCCC2)cc1
0.0	.	COC(=O)CCN1C(=O)/C(=C\c2c(F)cccc2Cl)SC1=S
1.7	110.3	Cc1cc(C(F)(F)F)c(C#N)c(SCC(=O)NC(C)(C)C)n1
-10.6	.	COc1cccc(/C=N/NC(=O)C(=O)N2CCCCCC2)c1O
6.3	.	COc1ccc(C2/C(=C(\O)c3ccccc3)C(=O)C(=O)N2CCCC(=O)O)c(OC)c1 (stereo unspecified)
2.9	51.9	COc1ccc(C)cc1-n1nnnc1SCC(=O)c1ccc2c(c1)OCCO2
34.0	.	O=C1NC(=S)N(c2cccc(Cl)c2)C(=O)/C1=C\C=C\c1ccccc1[N+](=O)[O-]
-4.2	.	C=CCN1C(=O)/C(=C\c2ccc(OS(=O)(=O)c3ccccc3)c(OCC)c2)SC1=S
7.4	97.6	Cc1cc(C)nc(N2CCCC(C(=O)Nc3ccc4c(c3)OCCO4)C2)n1 (stereo unspecified)
7.3	106.3	C/C=C/Cn1c(Br)nc2c1c(=O)[nH]c(=O)n2C
-11.3	.	COc1ccc(/C=C2\C(=O)NC(=O)N(c3ccc(F)cc3)C2=O)cc1OC
4.9	.	O=C1C=C(NCCc2c[nH]c3ccccc23)CC(c2ccccc2)C1 (stereo unspecified)
4.7	.	COC(=O)C1=C(C)NC(=O)NC1c1cn(-c2ccccc2)nc1-c1cccs1 (stereo unspecified)
5.9	.	O=C(CSc1ccccc1C(=O)O)c1ccc(F)cc1
-4.7	92.8	CN1CCN(S(=O)(=O)c2ccc(NC(=O)c3ccc(Br)s3)cc2)CC1
1.4	106.0	Cc1ccc2c(c1)NCC(C(=O)NC1CCC(C)CC1)O2 (stereo unspecified)
-0.9	97.4	Cc1ccc(Nc2nc(C(=O)N3CCC(C(=O)N4CCN(C)CC4)CC3)cs2)cc1
2.7	.	CCC(C)(C)C1CCC2(CC1)NC(CO)(CO)CO2 (stereo unspecified)
9.5	76.6	CC(C)OCCCNc1ncnc2c1cnn2-c1ccccc1
4.2	77.7	O=C1c2oc3ccc(Cl)cc3c(=O)c2C(c2cccnc2)N1Cc1ccco1 (stereo unspecified)
-8.8	118.0&96.7	CC(=O)OCC(=O)[C@@]1(O)CC[C@H]2[C@@H]3CCC4=CC(=O)CC[C@]4(C)[C@H]3C(=O)C[C@@]21C
9.1	112.7	O=C(NCc1cccnc1)NC1CCCN1S(=O)(=O)c1ccc(Cl)cc1 (stereo unspecified)
8.3	99.7	COCCSc1ccccc1C(=O)NCCCn1ccnc1
5.4	.	Cc1ccnc(N2C(=O)c3ccc(C(=O)O)cc3C2=O)c1
12.1	80.5	O=C(COC(=O)c1ccc(Br)o1)Nc1ccc(S(=O)(=O)N2CCCC2)cc1
1.7	79.9	CCN1CCc2c(sc(NC(=O)c3ccc(S(=O)(=O)N4CCOCC4)cc3)c2C(N)=O)C1
4.1	78.5	COC(=O)Nc1cc(C(F)(F)F)ccc1N1CCN(c2ccccc2)CC1

In the list so far, 2 have a tert-butyl group.
HePTP inhibitor	BAP1 block	Structure
0.7	88.7	CSc1ccccc1C(=O)NCCSC(C)(C)C
1.7	110.3	Cc1cc(C(F)(F)F)c(C#N)c(SCC(=O)NC(C)(C)C)n1

No enrichment for hits. Share with any hit: about 0.79%.
